# Screening data deposited in PubChem BioAssay by Broad Institute.
# miR122 inh = inhibitors of miR-122 in Huh7 cells; Huh7 miR-122 Renilla luciferase sensor, 48 h; neutral wells = 0, positive control = 100; actives 0.3% (n = 340,000); activation (reporter increase), % at 12.5 µM; AID 602342;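 active = mean replicate activation score at least 90 and every replicate individually at or above 90; inconclusive = only one of the two criteria met; inactive = neither criterion met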;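 note: higher luciferase means less miR-122 activity so hits act as miR-122 inhibitors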
# FN deposit inh = fibronectin deposition inhibition | AH1F fibroblasts, Alexa488-fibronectin deposition fluorescence, overnight | actives 0.086% (n = 350,000) | inhibition, % at 12.6 µM;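 active = mean inhibition across replicates of 30% or more, regardless of how many single replicates reach that level; inconclusive = mean under 30% yet at least half of replicates reach 30%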;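 note: positive control wells lacked labelled fibronectin entirely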
#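 Test system: AH1F fibroblast monolayer depositing Alexa488-labelled fibronectin into matrix. Input: 10000 cells per well. Technique: fluorescence, ex 485 nm, em 525 nm. Buffer or medium: DMEM plus 2% serum, read in PBS. Timing: 1 h cell adhesion before compound, then overnight fibronectin incubation. Compound: single dose, pinned. Read-out basis: inhibition from reduced deposited-fibronectin fluorescence.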
# PGC1a acetyl inh = PGC1a acetylation modulation, inhibitor mode; U2OS PGC1a acetylation, AlphaScreen anti-acetyl-lysine; with virally co-expressed GCN5 acetyltransferase; inhibition, % at 15.6 µM; actives 0.17% (n = 350,000); AID 651687;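 active = every replicate shows inhibition of at least 40%; inconclusive = mean inhibition at least 40% but some replicate below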;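 note: 0% = neutral control wells and 100% = positive control wells; some results beyond the cut were filed as inactive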
# Cneo AK release = causes C. neoformans cell lysis; actives 0.2% (n = 360,000); adenylate kinase release luminescence, 4 h; normalised: neutral wells 0, clomiphene wells 100; lysis activity, % at 15 µM; AID 651654;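 active = mean lysis activity across replicates of at least 80%, whatever share of replicates individually reach that level; inactive = mean lysis activity below 80%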
#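 Assay system: C. neoformans cells. Amount: yeast cell density of 5 × 10^6 cells/mL. Technique: AK luminescence. Buffer or medium: YPD. Times: static 4 h at 37 °C with compound, 1 h detection. Dosing: single-point compound dose. Read-out: lysis from increased AK signal.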
# PglD inh = PglD (C. jejuni) enzyme inhibition; purified PglD enzyme, DTNB colorimetric CoA detection; actives 0.098% (n = 360,000); inhibition, % at 12.5 µM; in the data active = inhibition above about 16%, passing the limit was not always enough; inconclusive = no clear call, values can overlap the other calls; note: strong numbers were not always called active
# F508del corr = correctors of CFTR F508del function in bronchial epithelial cells | CFBE cells, YFP halide quenching; stimulated with forskolin plus potentiator P3; % fluorescence drop versus neutral controls | activity (quench increase), % at 7.58 µM | actives 0.36% (n = 350,000) | AID 720511;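 active = mean added fluorescence quench of at least 8% versus neutral control, with both replicates also reaching 8%; inconclusive = only one of the mean or replicate conditions met; inactive = mean below 8% and not both replicates reaching 8%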;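 note: cells transiently co-express mutant CFTR-F508del with the halide-sensitive YFP; corrector assay measuring rescue of mutant channel to the surface after 24 h compound exposure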
# GSIS activator = primary screen for activators of insulin secretion dependent on glucose, INS-1E cells, GLuc reporter luminescence. INS-1E GLuc reporter insulin secretion, 2-3 h. AID 743287. actives 0.61% (n = 370,000). activation, % at 16.6 µM;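 active = lowest replicate activation of at least 40%, so every replicate reaches that level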;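 note: 0% = median of neutral control wells and 100% = median of IBMX positive control wells; some compounds called inactive have numbers as strong as hits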
# C2C12 statin = protects C2C12 myotubes from simvastatin toxicity. actives 0.78% (n = 330,000). AID 602340. ATP luminescence, 48 h; scaled: DMSO 0, geranylgeraniol control 100. rescue of ATP level, % at 7.49 µM;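 active = mean ATP rescue above about 67%, or every replicate alone reaching that limit, limit read from the data, passing the limit was not always enough; inconclusive = no clear call, values can overlap the other calls; inactive = mean under the limit and some replicate under it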;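 note: myotubes were challenged with 10 µM simvastatin during compound exposure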
# * marks the source's active call; other numbers are inactive results; ? = inconclusive; / = no result given; & = joins results of further samples; ! = a repeat was not active; [ ] = dose if it differs, or a comment.
SMILES,miR122 inh,FN deposit inh,PGC1a acetyl inh,Cneo AK release,PglD inh,F508del corr,GSIS activator,C2C12 statin
CC(Oc1ccccc1F)C(=O)NNC(=O)c1ccc(F)c(S(=O)(=O)N2CCOCC2)c1 (stereo unspecified),/,0.9,-13.2,4.4,-5.9,-2.0,4.8,5.4
Fc1ccc2cnc(C3=CCCCC3)cc2c1,/,-6.0,/,-2.3,-0.2,-0.9,/,-3.4
COc1ccc(-c2noc(-c3cc(C)cc(C)c3)n2)cc1OC,-8.2,-6.2,-2.8,-0.3,3.6,0.0,5.2,4.0
O[C@@H]1C[C@H](c2ccc(Cl)cc2)N(Cc2cccs2)C[C@H]1n1cc(C2CC2)nn1,-3.2,-6.5,4.6,-0.3,3.8,3.4,/,17.2
Cc1cc(OCC(O)CNC(C)c2ccccc2)ccc1C(C)C (stereo unspecified),-27.6,-1.6,4.6,4.4,1.0,-10.5,379.3*,11.9
Clc1ccccc1-c1nn2c(COc3ccccc3)nnc2s1,-2.6,-8.6,17.8,1.4,-2.2,/,-14.7,?
CC1(/[N+]([O-])=C/c2ccccc2F)CCCCC1=O (stereo unspecified),1.1,/,-5.9,/,/,2.5,0.0,-7.6
O=C(O)c1cccc(N/N=C/c2ccc(F)c(F)c2)c1,-0.6,2.6,/,-0.8,-2.5,-2.6,14.3,-0.9
Cc1noc(C)c1NC(=O)N(C)C[C@H]1Oc2c(NC(=O)C3CCCCC3)cccc2C(=O)N([C@H](C)CO)C[C@@H]1C,10.2[16.7 µM],-3.6,3.5&2.4,0.8&1.1,-1.6&-0.7,0.4&5.8,41.3*!,-16.3&4.9
CCCOc1ccc(Cn2ccnc2)cc1[N+](=O)[O-],-0.9,/,10.6,5.1,5.1,/,27.8,/
Cc1ccnc(NC(=O)c2oc3ccccc3c2C)c1,0.4,9.6,15.5,-21.1,-1.8,-0.8,6.5,-1.8
COc1ccc(NC(=O)COC(=O)CCCC2=NS(=O)(=O)c3ccccc3N2)cc1Cl,5.0,-1.1,5.1,2.2,2.6,-3.7,5.4,12.2
CCNC(=O)c1oc2c(c1C)C(=O)CC(C)(C)C2,-4.5,-0.1,8.0,0.6,-5.2,/,/,8.9
Cn1nnc(NC(=O)/C=C/c2ccco2)n1,7.9,4.0,1.0,5.3,5.3,2.2,3.5,/
Cc1noc(C)c1NC(=O)N(C)C[C@H]1Oc2cc(C#CCN(C)C)ccc2S(=O)(=O)N([C@@H](C)CO)C[C@@H]1C,15.8[16.7 µM],-0.1,3.4,4.3,1.3,-1.5,7.5,9.3
N#Cc1c(-c2ccc3c(c2)OCO3)ccn2nc(-c3cccc(C(F)(F)F)c3)nc12,-14.8,1.8,5.5,0.0,-2.8,/,/,-25.3
CCN(C[C@H]1N[C@@](C)(C(=O)OC)[C@H]2C(=O)N(Cc3ccccc3)C(=O)[C@@H]12)C(=O)C1CCCCC1,/,-3.2,/,-0.3,-0.2,-5.0,-13.1,5.2
CCc1csc(N2[C@H](C#N)[C@H](c3ccc(-c4cccc(F)c4)cc3)[C@H]2CO)n1,/,-22.2,-5.3,0.5,-2.8,0.9,1.5,16.3
COc1ccc(OC)c(NC(=O)C2=C(C)NC(=O)NC2c2cccs2)c1 (stereo unspecified),/,12.5,4.7,/,/,1.6,5.8,/
O=C(NCSC1=NCCS1)c1ccccc1,-7.0,-7.9,-4.7,/,/,/,6.3,26.2
COc1cc(C(=O)OCCN2CCCCC2)ccc1O,-6.3,/,-2.1,-5.5,-0.8,/,/,/
Cc1ccc(CNC(=O)c2cnc(-c3ccccn3)nc2C(F)(F)F)cc1,2.3,4.0,16.6,1.1,3.9,/,/,23.3
Nc1ccccc1SCC(=O)N1CCc2ccccc21,-1.7,/,1.7,0.1,4.2,/,/,10.7
CC/C(C)=N/Nc1nc2c(c(=O)[nH]c(=O)n2C)n1Cc1ccccc1,/,-3.1,3.8,-1.5,-13.7,0.1,8.6,8.0
CCOc1cccc(/C=N/NC(=O)c2ccc3c(c2)OCCO3)c1O,11.2,10.7,/,-3.0,2.4,-1.9,4.4,27.5
CN(C)CCN1CCN([C@H]2CS(=O)(=O)N[C@@H]2COCc2ccccc2)CC1,-2.6,6.7,-7.6,-0.2,-1.5,1.1,8.0,5.1
O=C(c1cc(COc2c(F)cccc2F)on1)N1CCN(C2CCCCC2)C(=O)C1,-7.7,1.0,-1.3,-2.8,-0.3,-2.5,-5.6,-4.0
O=C(Nc1ccccc1Cl)c1ccccc1Cl,-6.9,/,-13.4,3.7,-3.4,2.5,-1.3,12.4
CC1=C(C(N)=O)C(c2ccccn2)n2nc(SCc3ccccc3Cl)nc2N1 (stereo unspecified),1.2,6.4,24.6,-2.8,-4.1,/,5.1,4.3
C[C@H]1CN([C@@H](C)CO)C(=O)c2cc(NC(=O)C3CC3)ccc2O[C@H]1CN(C)CC1CCCCC1,2.2[16.7 µM],/,-3.9,-0.9,3.0,0.9,7.8,-11.3
COc1ccc(NC(=O)CCCOc2ccc(C)cc2)cc1S(=O)(=O)N1CCCCC1,1.8,-3.2,-26.4,0.4,1.1,-1.9,-26.9,-9.0
CC/C(=N\NC(=S)NC(C)C)c1ccc(OC)c(OC)c1,5.7,-9.2,1.5,/,/,1.6,6.2,/
CCOC(=O)c1ccc(NS(=O)(=O)c2cn(C)cn2)cc1,0.3,24.6,-19.1,10.2,-1.9,-4.2,3.2,8.0
CNc1nc(-c2ccccc2)nnc1C(F)(F)F,-2.7,-2.1,-6.3,-2.7,9.2,/,/,-1.0
CCC1(c2ccccc2)SCC(c2ccccc2)=NC1=O (stereo unspecified),-3.5,-3.3,-5.5,1.0,5.6,-2.9,-24.3,4.6
CCCCc1c(O)nc(SCC(=O)N2CCCCC2)[nH]c1=O,0.1,5.6,5.7,1.6,2.3,-2.2,4.4,3.4
C[C@@H](O)C#Cc1ccc([C@H]2[C@H]3CN(CC4CC4)CCCCN3[C@H]2CO)cc1,-0.7[16.7 µM],4.7,4.3,7.3,-1.4,-1.9,7.9,-13.0
COc1ccc(CNC(=O)Nc2cccs2)cc1OC,/,/,/,6.0,2.4,/,23.2,10.0
CCN1CCN(C(=O)CCNC(=O)Cn2ccc3ccccc3c2=O)CC1,-5.7,1.9,4.6,-3.0,2.7,/,/,-1.2
C[C@@H]1CN([C@@H](C)CO)S(=O)(=O)c2ccc(Br)cc2O[C@H]1CN(C)C(=O)C1CCCCC1,11.7,-2.4&11.6,29.8&-11.7&-17.2,1.3&-0.2,-4.9&-0.6,1.3&-3.6&1.1,-12.0&-10.8,0.8&4.7&31.2
Cc1ccc(S(=O)(=O)N2CCN(CCO)CC2)cc1-c1nnc2c3ccccc3c(C)nn12,-7.2,5.6,/,-2.9,3.0,/,/,/
CO[C@@H]1CN(C)C(=O)c2cc(NS(C)(=O)=O)ccc2OC[C@H](C)N(C(=O)CN(C)C)C[C@H]1C,-10.2[16.7 µM],-3.1,5.4,0.3,0.7,0.3,-9.0,-0.2
CCC(=O)c1ccccc1OCC(=O)Nc1c(C)cccc1C,/,2.0,-5.3,/,/,3.5,9.6,/
COc1ccc(NC(=O)CSc2ccccc2)cc1S(=O)(=O)N1CCCCC1,88.2,/,0.9,-3.1,-0.2,/,-6.6,-6.8
COc1ccc(NC(=O)N(C)C[C@@H]2Oc3ccc(NS(=O)(=O)c4cccs4)cc3C(=O)N([C@H](C)CO)C[C@@H]2C)cc1,1.6[16.7 µM],/,-5.5,2.0,-5.8,2.5,-8.9,-18.8
O=C(C[C@H]1CC[C@H]2[C@@H](COC[C@@H](O)CN2C(=O)Nc2ccc(Cl)cc2)O1)NCc1ccncn1,11.0[16.7 µM],-8.6,-0.9,46.8,1.9,-0.1,-6.6,2.8
Cn1c(=S)n(C)c2ccccc21,-0.4,-2.8,-0.7,-2.4,-1.5,-1.0,3.7,/
CCCCC1NC(=S)N(C2CCCCC2)C1=O (stereo unspecified),5.2,-3.3,/,/,/,/,-24.9,3.8
COc1ccccc1CN1CC(=O)N2CSC[C@H]2C1=O,5.1,-2.5,4.8,-0.5,1.1,0.1,20.6,6.1
O=C(COc1ccc2c3c(c(=O)oc2c1)CCC3)Nc1ccc(CN2CCOCC2)cc1,3.5,1.1,2.6,3.2,6.2,0.2,-7.2,9.5
O=C1C2C=C(Br)[C@H](C[C@@H]2OCCCCCCO)[C@@]12CO2,/,/,8.7,-6.3,-2.3,-0.4,/,/
CNC(=O)c1csc(-c2cccs2)n1,/,2.0,2.7,/,/,1.1,24.7,/
COc1cc(S(=O)(=O)Nc2c(C)nn(C)c2C)ccc1NC(C)=O,0.5,/,1.1,/,/,0.6,-1.1,-1.7
Cc1ccccc1C(=O)N1CCC(C(=O)Nc2ccc(C(C)C)cc2)CC1,-0.7,8.5,/,0.5,-3.6,-5.1,-28.5,-31.4
Oc1ccc(N=Cc2ccc(O)c(O)c2)cc1,-15.2,/,1.4,-1.8,/,/,/,2.3
CO[C@H]1CN(C)C(=O)c2cc(NC(=O)C3CC3)ccc2OC[C@@H](C)N(C(=O)CN2CCOCC2)C[C@H]1C,/,-10.3,5.1,-0.8,-0.4,-0.4,13.8,-11.5
COc1ccc(S(=O)(=O)Nc2ccc3c(c2)[C@@H]2C[C@@H](CC(=O)NCC4CC4)O[C@@H](CO)[C@@H]2O3)cc1,8.5[16.7 µM],/,0.5,45.5,2.7,1.1,-4.0,-3.9
C[C@@H]1CN([C@@H](C)CO)C(=O)c2cc(NS(=O)(=O)c3cccs3)ccc2O[C@H]1CN(C)Cc1ccc(-c2ccccc2)cc1,-2.0[16.7 µM],1.8,5.8,2.7,8.6,0.3,-21.7,-39.4
COC(=O)C[C@H]1CC[C@@H]2[C@H](COc3ccc(NC(=O)c4ccc(F)cc4)cc3C(=O)N2C)O1,-1.7[16.7 µM],-15.9,5.5,53.5,1.7,1.5,0.6,-6.3
Cc1cc(C)c2nc(N3CCC(C(=O)NCc4ccccn4)CC3)sc2c1,-11.8,0.6,5.9,2.5,0.5,-5.2,11.1,/

# (cont.)
SMILES,miR122 inh,FN deposit inh,PGC1a acetyl inh,Cneo AK release,PglD inh,F508del corr,GSIS activator,C2C12 statin
CN1N=C2c3ccccc3CCCC2C1c1ccc(F)cc1 (stereo unspecified),/,-6.2,2.0,/,/,/,-0.8,3.4
C[C@H](CO)N1C[C@H](C)[C@@H](CN(C)S(=O)(=O)c2ccc(F)cc2)Oc2ncc(C#CC3(O)CCCC3)cc2C1=O,2.1[16.7 µM],/,-4.8,1.1,0.6,-0.5,-1.0,-11.1
C[C@@H]1CCCCO[C@@H](CN(C)S(=O)(=O)c2ccccc2)[C@@H](C)CN([C@@H](C)CO)C(=O)c2cc(NS(=O)(=O)c3ccc(Cl)cc3)ccc2O1,-3.9[16.7 µM],6.3,-4.5,-1.0,1.4,1.9,-0.3,/
C[C@@H]1CN([C@H](C)CO)C(=O)c2cc(C3=CCCC3)cnc2O[C@H]1CN(C)Cc1ccc(C(=O)O)cc1,7.3[16.7 µM],-9.0,12.8,-0.8,-1.4,-2.1,11.1,-32.2
